BoNT F protease: blocks Botulinum neurotoxin F light chain protease; Multiplex microsphere protease cleavage assay, flow cytometry; inhibition, % at 10 µM; hit rate 0.22% among 360,000; AID 588497; in the data active = inhibition above about 35%, passing the limit was not always enough; inconclusive = no clear call, values can overlap the other calls; note: plate controls were buffer without enzyme for full effect and enzyme alone for no effect
Mtb UGM inh: blocks M. tuberculosis UGM enzyme; inhibition, % at 10 µM; hit rate 0.06% among 320,000; P9WIQ1; purified UGM, fluorescence polarization probe displacement; in the data active = inhibition above about 10%, passing the limit was not always enough; inconclusive = no clear call, values can overlap the other calls
DUSP3 inh: inhibitors of human VHR1 phosphatase (DUSP3). recombinant VHR phosphatase, pNPP absorbance. inhibition, % at 13.3 µM. hit rate 0.52% among 290,000; in the data active = inhibition above about 50%; note: some compounds called inactive have numbers as strong as hits
Target sequence (P51452 whole entry, looked up): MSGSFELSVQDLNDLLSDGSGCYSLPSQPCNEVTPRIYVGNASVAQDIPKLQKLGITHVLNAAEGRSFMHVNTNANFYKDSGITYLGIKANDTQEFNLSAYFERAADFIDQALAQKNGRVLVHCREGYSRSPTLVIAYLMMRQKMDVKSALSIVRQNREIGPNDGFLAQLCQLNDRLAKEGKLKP
BioA inh: blocks M. tuberculosis BioA enzyme activity; inhibition, % at 9.99 µM; AID 602481; hit rate 0.096% among 360,000; purified M. tuberculosis BioA enzyme, plate reader; in the data active = inhibition above about 40%; inconclusive = no clear call, values can overlap the other calls
FBA Mtb inh: inhibits M. tuberculosis FBA enzyme. P9WQA3. purified M. tuberculosis FBA, fluorescence read-out. inhibition, % at 1 µM. hit rate 2.3% among 360,000. AID 588726; in the data active = inhibition above about 27%;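 note: 0% = vehicle and 100% = reference inhibitor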
Target sequence (P9WQA3 whole entry, looked up): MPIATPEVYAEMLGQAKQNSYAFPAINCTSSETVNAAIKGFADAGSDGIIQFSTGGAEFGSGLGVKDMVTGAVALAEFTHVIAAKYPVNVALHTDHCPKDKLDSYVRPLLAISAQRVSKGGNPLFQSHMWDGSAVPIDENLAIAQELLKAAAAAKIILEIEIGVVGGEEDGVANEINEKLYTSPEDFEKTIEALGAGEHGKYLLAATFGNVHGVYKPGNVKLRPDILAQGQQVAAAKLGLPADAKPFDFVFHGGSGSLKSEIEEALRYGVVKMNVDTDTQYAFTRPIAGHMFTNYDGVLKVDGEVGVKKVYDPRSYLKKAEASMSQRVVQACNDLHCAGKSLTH
FadD28 FP inh: M. tuberculosis FadD28 bisubstrate binding inhibition; FadD28 bisubstrate probe binding, fluorescence polarization; inhibition, % at 12.5 µM; hit rate 0.22% among 360,000; AID 588549; in the data active = inhibition above about 8.5%, passing the limit was not always enough; inconclusive = no clear call, values can overlap the other calls
Rv3671c protease: inhibitors of M. tuberculosis serine protease Rv3671c | P9WHR9 | inhibition, % at 5.96 µM | hit rate 0.048% among 320,000 | AID 2606; in the data active = inhibition above about 38%;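 note: extracellular domain of Rv3671c used as enzyme; 0% = enzyme with DMSO and 100% = no enzyme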
Target sequence (P9WHR9 whole entry, looked up, the tested form may be a part): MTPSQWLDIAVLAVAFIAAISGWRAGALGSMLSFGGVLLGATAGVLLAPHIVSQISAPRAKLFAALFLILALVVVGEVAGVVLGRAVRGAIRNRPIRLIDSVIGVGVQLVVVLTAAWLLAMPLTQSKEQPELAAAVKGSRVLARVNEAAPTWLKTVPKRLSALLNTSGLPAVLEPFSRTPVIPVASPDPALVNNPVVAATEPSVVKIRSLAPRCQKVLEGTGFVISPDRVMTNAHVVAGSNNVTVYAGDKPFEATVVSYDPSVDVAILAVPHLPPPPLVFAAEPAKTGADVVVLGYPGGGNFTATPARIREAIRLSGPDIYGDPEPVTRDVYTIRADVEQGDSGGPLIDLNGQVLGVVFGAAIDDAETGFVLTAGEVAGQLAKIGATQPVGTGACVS
GDH-TPI counter: counter-screen for M. tuberculosis FBA inhibitors: GDH-TPI coupled enzymes; GDH-TPI coupled enzyme counterscreen, NADH absorbance; inhibition, % at 4.8 µM; hit rate 1.2% among 360,000;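 note: 0% = DMSO wells and 100% = wells lacking the enzyme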
MazEF act: increases E. coli MazEF RNase cleavage of RNA; P0AE70; FAM/BHQ RNA-DNA oligo cleavage fluorescence, 5 h; activation, % at 20 µM; hit rate 0.32% among 350,000; in the data active = activation above about 50%
Target sequence (P0AE70 whole entry, looked up): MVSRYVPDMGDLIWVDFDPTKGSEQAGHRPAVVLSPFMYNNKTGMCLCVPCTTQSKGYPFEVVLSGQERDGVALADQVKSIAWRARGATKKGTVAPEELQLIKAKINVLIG
CCHFV vOTU inh: blocks the CCHF virus ovarian tumor domain protease | inhibition, % at 11.5 µM | hit rate 0.55% among 370,000 | CCHFV vOTU protease, Pep-AMC fluorescence; note: 0% = vehicle wells with enzyme and 100% = no enzyme wells
Starred values were filed as active, the others as inactive; ? = inconclusive; . = no result given; & = joins results of further samples. Cut-off read from the data, not from the text of the source, unless noted: active = inhibition above about 30%; inactive = the rest.

SMILES	BoNT F protease	Mtb UGM inh	DUSP3 inh	BioA inh	FBA Mtb inh	FadD28 FP inh	Rv3671c protease	GDH-TPI counter	MazEF act	CCHFV vOTU inh
CC(C)C(C)(C#N)NC(=O)CN1C(=O)NC2(CCCc3ccccc32)C1=O (stereo not given)	-1	0.6	18	-0.3	2	-1.5	10	5	0	11
COc1cc(C(=O)NNc2nc3cc4c(cc3s2)OCO4)cc(OC)c1OC	-3	1.2	-4	8.4	7	0.2	15	4	6	-5
COC(=O)CC1=C(c2ccc([N+](=O)[O-])cc2)CCC1=O	-9	.	.	-3.5	-2	-4.0	.	11	6	14
COc1ccc(CC2(CO)CCN(S(=O)(=O)c3cccc4cccnc34)CC2)cc1	?	-1.7	-3	-0.9	4	-2.7	0	-5	3	-11
CC[C@]12c3[nH]c4ccc(Cl)cc4c3CCN1C(=O)[C@@H](CC(=O)NCCCn1ccnc1)C[C@@H]2C(=O)N1CCN(C(=O)C2CC2)CC1	3	.	.	-0.9	7	-0.5	.	3	8	6
COc1ccc(Nc2ccc(S(=O)(=O)N3CCCCCC3)cc2[N+](=O)[O-])cc1	-11	-2.5	8	-1.6	-4	-0.2	4	15	9	-3
CCOC(=O)c1c(C)[nH]c(C(=O)CSc2nc(C)cc(C)n2)c1C	-7	-1.8	-2	-0.9	-2	-1.6	-9	7	6	10
CC(=O)Nc1ccc(NC(=O)C2Cc3c(-c4cccc(C(C)=O)c4)ccnc3O2)cc1 (stereo not given)	-4	.	.	-2.0	4	0.0	.	9	.	6
CCOC(=O)CSc1ccc(S(=O)(=O)N(C)C2CCCCC2)cc1[N+](=O)[O-]	-3	-2.0	27	-0.9	-2	-3.6	-5	-3	-3	15
CCOCC(=O)Nc1ccccc1C(=O)N1CCOCC1	-3	0.3	2	-0.6	-4	-1.0	-2	0	7	-3
CC(C)n1nc(C(=O)NC2CCCCCC2)c2ccccc2c1=O	6	1.9	.	1.1	3	-1.6	-13	7	5	-3
O=C(O)c1ccccc1/C=N/NC(=S)NC1CCCCC1	-8	0.3	23	-6.1	5	0.3	3	27	4	6

Five entries from above, sorted by molecular weight, low to high:
SMILES	BoNT F protease	Mtb UGM inh	DUSP3 inh	BioA inh	FBA Mtb inh	FadD28 FP inh	Rv3671c protease	GDH-TPI counter	MazEF act	CCHFV vOTU inh
O=C(O)c1ccccc1/C=N/NC(=S)NC1CCCCC1	-8	0.3	23	-6.1	5	0.3	3	27	4	6
CC(C)n1nc(C(=O)NC2CCCCCC2)c2ccccc2c1=O	6	1.9	.	1.1	3	-1.6	-13	7	5	-3
COc1ccc(Nc2ccc(S(=O)(=O)N3CCCCCC3)cc2[N+](=O)[O-])cc1	-11	-2.5	8	-1.6	-4	-0.2	4	15	9	-3
CC(=O)Nc1ccc(NC(=O)C2Cc3c(-c4cccc(C(C)=O)c4)ccnc3O2)cc1 (stereo not given)	-4	.	.	-2.0	4	0.0	.	9	.	6
COc1ccc(CC2(CO)CCN(S(=O)(=O)c3cccc4cccnc34)CC2)cc1	?	-1.7	-3	-0.9	4	-2.7	0	-5	3	-11

The list continues.
SMILES	BoNT F protease	Mtb UGM inh	DUSP3 inh	BioA inh	FBA Mtb inh	FadD28 FP inh	Rv3671c protease	GDH-TPI counter	MazEF act	CCHFV vOTU inh
N#C/C(=C/c1ccc(-c2ccc([N+](=O)[O-])cc2)o1)c1nnc(N2CCOCC2)n1-c1ccccc1	3	.	.	.	-1	1.1	.	14	-100	-1
CCOc1cc(CNCc2ccccn2)cc(Cl)c1OCC	-4	1.3	11	1.7	1	-2.1	7	6	4	-15
CCCCC(=O)Nc1ccc2c3c(cccc13)CC2	-6	-1.8	-11	.	4	-1.1	-4	6	-3	8
CN1/C(=C\C(=O)CSc2nnc(NCc3ccccc3)s2)C(C)(C)c2ccccc21	8	-0.8	1	-0.1	-4	-3.5	-14	12	-8	4
Cc1cc(C)c(OCCCCN(C)Cc2ccccc2)c(C)c1	?	-3.3	10	-2.4	-1	-1.4	-2	6	0	23
O=C(NC(NC1CCS(=O)(=O)C1)C(Cl)(Cl)Cl)c1cccc(Cl)c1 (stereo not given)	-8	0.0	11	1.1	1	-2.2	1	3	-8	-1
CC(O)(CS(=O)(=O)c1cccc(C(F)(F)F)c1)C(=O)Nc1cccc(C(F)(F)F)c1 (stereo not given)	-4	4.1	23	4.6	0	-3.6	8	1	-2	6
Cc1sc(NC(=O)CN2CCCC2)nc1-c1ccc2c(c1)CCN2C(=O)c1cccc(F)c1	-2	2.0	10	0.6	1	.	-7	1	7	8
Cc1nn(-c2ccc(Cl)cc2)c(=O)c2ccccc12	-9	2.5	2	.	2	-3.6	-3	-2	7	-6
COc1cc(NC(=O)C(c2ccccc2)c2ccccc2)c(C(=O)O)cc1OC	-12	0.0	12	-1.7	4	-0.2	-8	-6	7	4
CCN1C(=O)[C@H]2[C@@H](c3ccc(-c4ccc5c(c4)OCO5)cc3)N[C@@](Cc3ccccc3)(C(=O)OC)[C@H]2C1=O	4	-4.1	.	-1.8	6	-1.9	-6	6	-1	-1
CCN(CC)CCCN=Cc1c(-c2ccccc2)[nH]n(-c2nc3ccccc3s2)c1=O	-5	-0.1	17	.	4	-4.0	6	9	14	0
O=C(CCn1c(=S)[nH]c2cc3c(cc2c1=O)OCO3)N1CCc2ccccc2C1	.	0.1	20	.	.	.	-5	.	.	-4
COc1ccc(-c2cccc([C@H]3[C@@H]4C=CC[C@@H](C)[C@@H]4C(=O)N3Cc3ccccc3)c2)cc1	2	.	.	-1.3	-2	-2.2	.	2	-8	25
COC(=O)c1ccc(COc2ccccc2/C=C(\C#N)C(=O)Nc2ccccc2C)cc1	1	3.2	-4	-1.2	6	-1.6	-1	-8	3	-14
C/C(N)=C(/C#N)C(=O)COC(=O)COc1ccc(Cl)cc1C	2	-0.3	-5	-1.8	1	-4.9	0	15	3	10
Oc1c(C(c2ccccn2)N2CCCCC2)cc(Cl)c2cccnc12 (stereo not given)	2	0.0	20	2.2	-5	-1.7	15	12	12	2
Cc1cc(C(=O)CN2CCCC2)c(C)n1-c1ccc(Cl)cc1	3	-5.4	2	0.9	1	-5.7	-3	-7	5	-14
CCOc1ccc(NS(=O)(=O)c2cc(C(=O)N3CCN(C(C)=O)CC3)ccc2Cl)cc1	2	-1.2	2	-0.5	-2	-2.6	-4	-4	7	-6
COc1cccc(-c2ccc3c(c2)C2CC3CCN2C(C)=O)c1 (stereo not given)	-11	.	.	2.9	-2	-3.2	.	5	-3	-6
Cc1ccc(-c2cnc3cc(C)nn3c2)cc1	0	-0.1	13	.	0	-3.1	3	-1	0	-11
O=C(N/N=C/c1ccc(C(=O)O)cc1)C1=NNC(c2ccccc2)(c2ccccc2)C1	-4	3.2	20	.	1	-1.5	14	3	-4	7
CCOC(=O)N1CCC(C(N)=O)CC1	12	-4.3	-4	0.8	-2	-0.8	5	-1	-2	9
Cc1cc2c(cc1S(=O)(=O)Nc1ccc(F)cc1)n(C)c(=O)c(=O)n2C	2	-3.9	21	0.6	3	2.0	6	-1	3	-3
COCOCCn1cc(CN2CCS(=O)(=O)N(Cc3ccc(-c4cccc(N(C)C)c4)cc3)C(C(C)C)C2=O)nn1 (stereo not given)	3	.	.	.	9	-3.2	.	-5	10	-2
N#CC(=C=[N-])/C=C(\C(=O)c1ccccc1)[n+]1ccccc1	?	0.2	-1	.	-6	-4.5	2	31	-22	0
CC1(C)CC(=O)C2=C(C1)Nc1cc(Cl)ccc1S2	?	1.4	9	.	-3	-0.1	14	5	-9	-9
COc1ccc(N(C(=O)c2ccco2)C(C(=O)NC2CCCC2)c2cccs2)cc1 (stereo not given)	-5	1.7	10	0.6	5	-0.8	9	-5	4	-10
COC(=O)Cc1c[nH]c2cccc(OCC(O)CN(Cc3ccc([N+](=O)[O-])cc3)C(C)(C)C)c12 (stereo not given)	-9	0.6	14	-0.8	-1	-0.3	1	0	4	-9
CN(C)CCn1c2c(c(SCC(=O)NCc3ccccc3)nc1=O)CCC2	2	-0.8	.	1.1	1	-0.5	4	8	4	5
CC(=O)Nc1ccc(OC(=O)N(C)c2ccc(C)cc2)cc1	-10	-1.7	-4	0.5	6	-0.6	-3	-2	13	-12
CC(C)N1CC2(c3ccccc3)CN(C(C)C)CC(c3ccccc3)(C1)C2=O	-4	-2.8	38	-2.1	2	-0.3	4	10	0	-3
CC(C)NCCOc1cccc(Br)c1	.	-3.4	28	2.6	3	-4.0	9	-6	-4	4
Cc1c(NC(=O)/C(C#N)=C/c2ccccc2)c(=O)n(-c2ccccc2)n1C	-2	0.3	-1	.	1	-1.4	1	1	2	2
N#CC1=C(SCC(=O)Nc2ccccc2)NC(=O)CC1c1ccco1 (stereo not given)	1	0.4	.	-0.7	-1	-3.3	0	8	-4	-4
CCOc1ccc(NC(=S)NC(C)C(c2ccccc2)N2CCN(C)CC2)cc1 (stereo not given)	-2	-0.6	-14	.	-2	-1.3	12	0	23	6
Cc1ccnc(NS(=O)(=O)c2ccc(NC(=O)c3cc(-c4ccc(Br)cc4)nc4ccccc34)cc2)n1	-4	-0.4	2	-0.8	-5	-3.7	-33	17	-4	5
Nc1nc2ccccc2n1/N=C/c1ccc2c(c1)OCO2	?	1.5	46	-0.7	1	-0.7	2	49*	11	5
CN(C)c1ccc(C(CNS(=O)(=O)c2ccc3ccccc3c2)N2CCOCC2)cc1 (stereo not given)	2	0.1	.	1.0	-1	-0.4	2	-3	4	13
Nc1nc(Br)c2c(F)cccc2c1-c1ccc(Cl)cc1	-3	-1.6	35	1.4	8	0.7	1	9	0	6
O=C1NC(c2ccccc2)(C(F)(F)F)SC2=NCCCN12 (stereo not given)	-9	-0.8	-2	-0.9	2	-0.4	0	3	-3	-1
O=C(COC(=O)c1ccc(S(=O)(=O)N2CCCCC2)cc1)NCc1ccc(F)cc1	10	.	.	-1.2	0	-0.6	.	9	-5	7
CC(=O)Nc1ccc(S(=O)(=O)NC(CC(=O)NCCCN2CCOCC2)C(C)C)cc1 (stereo not given)	4	0.7	14	-4.2	-3	-4.5	-13	-10	7	0
CC(=O)NC(c1cccc(F)c1)c1nc(-c2cnc3ccccc3c2)cs1 (stereo not given)	-2	.	.	1.7	1	-2.6	.	6	.	12
CN(C)C/C=C/C(O)(c1ccccc1)c1ccccc1	?	0.0	25	1.0	-2	-1.4	0	-5	11	-2
Cc1csc(NC(=O)C(CC(C)C)NS(=O)(=O)c2ccc3c(c2)oc(=O)n3C)n1 (stereo not given)	-8	1.7	4	-0.2	-1	-4.1	-5	-5	-2	-9
CCc1ccc(-c2nc(CN3CCC(C(=O)N4CCN(c5ccccn5)CC4)CC3)c(C)o2)cc1	-4	0.2	15	-0.4	7	-4.5	-4	-2	3	15
CCOc1ncccc1C(=O)OCC(=O)NC1CC1	0	-1.5	30	-0.4	1	-0.9	8	6	5	0
O=C(Nc1ccc2c(c1)C(=O)NC2=O)c1cccc(Cl)c1	-2	0.5	6	-1.4	13	2.5	-11	10	7	6
N/C(=N\OS(=O)(=O)c1ccc2ccccc2c1)c1ccncc1	?	0.6	10	-1.6	0	-2.1	3	3	6	-4
CCC(=O)NC(=S)Nc1cccc(NC(=O)c2ccccc2)c1	-1	-2.5	6	.	-6	0.4	-7	-14	12	-14
CCN1CCN(Cc2ccc(NC(=O)c3cc(NC(=O)C4=NN(c5ccccc5)C(=O)C4)cc(OC)c3)cc2C(F)(F)F)CC1	-29&-15	-1.9	0	-3.6&-0.1	-2&0	-2.9&-7.8	15	4&-3	6&-7	22&4
COc1ccc2c(c1)CCN(C(=O)CCl)C2C1C(=O)CCCC1=O (stereo not given)	-7	1.2	-10	.	2	-2.6	-9	2	4	2
Cc1ccnc(NS(=O)(=O)c2ccc(-n3cccn3)cc2)c1	1	5.4	-32	0.2	5	0.4	-11	4	8	5
CC1CCCC(C)N1/N=C/c1ccc(C#N)cc1 (stereo not given)	-4	2.5	6	.	-1	-3.3	-5	2	1	-4
Cc1nc(SCC(=O)Nc2ccc(Cl)cc2[N+](=O)[O-])nc(C)c1C	-4	-0.6	1	.	-1	-0.6	-4	3	4	-3
COCCn1c(SCC(=O)NCc2ccccc2)nnc1-c1ccco1	-4	1.5	0	-1.0	-2	-0.9	3	-5	1	5

Bioassay records as filed in PubChem BioAssay.
